SNCA expr inhib: reduces expression of the alpha-synuclein gene; HEK-293 SNCA-luciferase knock-in, luminescence, 24 h; Potency, µM (top dose mostly 57.2 µM), inactives show at the top dose activity change, negative = inhibition, most hits filed as inhibitors; 0.17% of 140,000 active; AID 1671194;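 note: potency is the fitted concentration of half-maximal effect; plate controls were DMSO cells for no effect and cell-free wells for full effect; nearly all actives have a fitted effect of over 45% in size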
Luciferase inh: inhibitors of firefly (Photinus pyralis) luciferase. P08659. purified P. pyralis luciferase, luminescence, biochemical. Potency, µM (titrated, usually from 115 µM), inactives show top-dose activity change, negative = inhibition, actives largely listed as inhibitors. 2.5% of 76,000 active; note: potency is the fitted concentration of half-maximal effect; nearly all actives have a fitted effect of over 65% in size
Target sequence (P08659 whole entry, looked up): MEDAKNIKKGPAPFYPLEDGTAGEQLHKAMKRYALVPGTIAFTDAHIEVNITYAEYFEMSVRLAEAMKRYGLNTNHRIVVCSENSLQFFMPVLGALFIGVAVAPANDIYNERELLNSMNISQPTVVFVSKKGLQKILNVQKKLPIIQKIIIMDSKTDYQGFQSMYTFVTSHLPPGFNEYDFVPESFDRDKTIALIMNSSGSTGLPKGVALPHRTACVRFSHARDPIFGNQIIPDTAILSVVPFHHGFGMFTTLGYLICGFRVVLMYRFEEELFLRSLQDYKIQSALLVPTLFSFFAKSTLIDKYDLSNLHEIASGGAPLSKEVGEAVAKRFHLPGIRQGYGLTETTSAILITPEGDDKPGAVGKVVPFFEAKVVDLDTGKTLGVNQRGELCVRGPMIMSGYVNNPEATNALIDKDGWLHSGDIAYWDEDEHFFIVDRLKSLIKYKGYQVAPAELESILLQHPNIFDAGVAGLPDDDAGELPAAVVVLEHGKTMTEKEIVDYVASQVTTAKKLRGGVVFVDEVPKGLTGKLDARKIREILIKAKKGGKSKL
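Luminescence read by CCD imager after adding enzyme (10nM final) to wells holding compound, titrated in qHTS. Substrates 10uM each D-luciferin and ATP; buffer 50mM Tris acetate pH 7.5, 10mM Mg acetate, Tween-20, BSA.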
3T3 cytotox: NIH 3T3 cell cytotoxicity. NIH 3T3 viability, CellTiter-Glo ATP luminescence, 48-72 h. Potency, µM (top dose mostly 96.7 µM), inactives show at the top dose activity change, negative = cytotoxicity, usual class: inhibitors. 4.3% of 94,000 active. AID 1345082; note: potency is the fitted concentration of half-maximal effect; nearly all actives have a fitted effect of over 55% in size
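Mouse fibroblast NIH 3T3 cells, 400 per well, received compound via pintool and were incubated for 48 or 72 hr prior to CellTiter-Glo ATP luminescence measurement.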
IP6K1 inh: IP6K1 kinase inhibition | activity change, % (series mostly up to about 58 µM) | Q92551 | IP6K1 kinase, ADP-Glo luminescence, 2 h; hits give low values | 0.81% of 140,000 active; in the data active = activity change below about -25%
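ADP-Glo luminescence measures ADP made by human IP6K1 during a 2 h RT reaction with ATP/IP6 (mix at 1.3 mM/130 uM); top library doses 57.5 and 19.1 uM final.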
GPT2 inhibitor: GPT2 alanine aminotransferase inhibition | Q8TD30 | Recombinant GPT2, coupled pyruvate oxidase/HRP Amplex Red fluorescence | Potency, µM (doses to about 57.7 µM), for inactives: at the top dose activity change, negative = inhibition, most hits filed as inhibitors | 0.25% of 100,000 active; note: potency is the fitted concentration of half-maximal effect; nearly all actives have a fitted effect of over 60% in size; many of its hits are not listed in these tables
Target sequence (Q8TD30 whole entry, looked up): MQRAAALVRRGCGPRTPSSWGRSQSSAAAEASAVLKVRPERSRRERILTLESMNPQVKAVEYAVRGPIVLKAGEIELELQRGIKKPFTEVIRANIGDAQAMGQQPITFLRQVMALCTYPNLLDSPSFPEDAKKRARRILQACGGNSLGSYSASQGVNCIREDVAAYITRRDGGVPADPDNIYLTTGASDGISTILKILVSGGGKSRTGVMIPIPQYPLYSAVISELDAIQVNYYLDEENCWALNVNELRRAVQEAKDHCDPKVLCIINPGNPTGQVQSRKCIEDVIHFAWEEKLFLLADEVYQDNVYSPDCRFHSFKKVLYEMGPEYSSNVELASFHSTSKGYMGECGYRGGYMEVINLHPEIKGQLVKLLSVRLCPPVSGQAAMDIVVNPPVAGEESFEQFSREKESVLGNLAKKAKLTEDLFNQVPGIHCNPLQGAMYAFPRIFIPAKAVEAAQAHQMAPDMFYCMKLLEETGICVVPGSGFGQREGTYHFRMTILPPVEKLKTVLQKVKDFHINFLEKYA
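Fluorescence of coupled pyruvate oxidase/HRP/Amplex Red system (50uM Amplex, 30 min, dark) reports pyruvate formed by GPT2. Enzyme reaction: 10ng/uL GPT2, 2mM L-alanine, 250uM a-KG, 30 min room temperature, pH 7.5; 50uM AOA control.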
HEK293 viab: reduces viability of HEK-293 SNCA reporter cells | HEK-293-SNCA-luc viability, GF-AFC fluorescence, 24 h | 0.12% of 150,000 active | AID 1671193 | Potency, µM (series often up to 57.1 µM), for the others: top-dose activity change, negative = cytotoxicity, actives largely listed as cytotoxic;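 note: potency is the fitted concentration of half-maximal effect; 0% = DMSO-treated cells and -100% = medium-only wells without cells; nearly all actives have a fitted effect of over 30% in size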
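HEK-293-SNCA-luc cells (1500/well) plated 24 h, then exposed 24 h to a dilution series; GF-AFC added 30 min at 37C, fluorescence 405/540 nm; normalised to medium-only and DMSO wells, Hill fit.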
HEK cytotox: HEK 293 cell cytotoxicity | HEK 293 viability, ATP luminescence (CellTiter-Glo), 48-72 h | Potency, µM (titrated, usually from 115 µM), for the others: at the highest dose activity change, negative = cytotoxicity, hits mostly inhibitors | 6.6% of 94,000 active | AID 1345083; note: potency is the fitted concentration of half-maximal effect; nearly all actives have a fitted effect of over 60% in size
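qHTS cytotoxicity; HEK 293, 250 cells/well; compound pinned; 48 or 72 hr, 37 degree Celsius, 5% CO2, 95% humidity; CellTiter-Glo, 10 min RT; luminescence (ATP).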
* = called active by the depositor; i = inactive; ? = inconclusive; nt = no result given; [ ] = remark or other dose. Unless noted, calls come from the whole dose curve; as a rule, active = well fitted curve in the direction sought with a large enough effect; inconclusive = small, poorly fitted or top-dose-only effect, or another doubt; inactive = no such curve, though single readings can be large; an effect the other way counts as inactive or inconclusive. Unless noted, % is set by controls: 0 for no effect and ±100 for the full control effect. This is a subset; rates above refer to the full screens.

Molecule,SNCA expr inhib,Luciferase inh,3T3 cytotox,IP6K1 inh,GPT2 inhibitor,HEK293 viab,HEK cytotox
CCN(CCCc1ccccc1)CCCc1ccccc1,-1%[25.6 µM],nt,nt,-16,3%,-18%[23.9 µM],nt
CC(C)(C)OC(=O)N1CCC(c2c(C(=O)N3CCN(Cc4ccccc4)CC3)cnn2-c2cccc(Cl)c2)CC1,20%,nt,nt,19,nt,-9%,nt
Cn1nccc1CN1CCn2c(nn(-c3ccc(Cl)cc3)c2=O)C1,71%[activator],nt,?,27,i,-1%,?
CN1C(=O)Cc2cc(S(=O)(=O)CCC(=O)Nc3ccc(F)c(Cl)c3)ccc21,6%,nt,nt,-3,nt,-12%,nt
COc1cc(NC(=O)C2(C)CCCCC(=O)N2)cc(OC)c1 (stereo not drawn),14%,9%,i,12,-12%,3%,1%
O=C(c1ccccc1)N1CCC2(C1)C(=NC1CCCCC1)NC(=O)N2c1cc(F)cc(F)c1 (stereo not drawn),-11%,nt,-20%,-1,i,-4%,-2%
CC(C(N)=O)N1CCn2nc(CCC(=O)N3CCOCC3)cc2C1 (stereo not drawn),13%,-4%,4%,9,3%,?,-24%
O=C1[C@@H]2C[C@@H](CN2Cc2ccccc2)Oc2ccccc2N1Cc1ccccc1,-30%[87.6 µM],-5%[172 µM],?,11,-16%[88.5 µM],-17%[87.6 µM],63µM*
COc1ccccc1Nc1ccnc(N2CCCC(C(=O)NCc3ccc(Cl)cc3)C2)n1 (stereo not drawn),?,nt,?,3,i,-9%[12.5 µM],11µM*
CS(=O)(=O)N1CCC(C2CCN(C3CCSCC3)C2)CC1 (stereo not drawn),18%,-8%,-29%,32,i,8%,?
CCN(CC)Cc1nc(C2(O)CCN(Cc3ccccc3O)CC2)cs1,-4%[87.6 µM],0%[172 µM],?,1,-8%[88.5 µM],0%[87.6 µM],-24%[172 µM]
O=C(c1nccc2ccccc12)N1CCN(C(=O)N2CC3CC(C2)[C@H]2CCCC(=O)N2C3)CC1 (stereo partly drawn),7%,-5%,i,-1,i,?,7%
COc1ccc(C2c3c(oc4ccc(F)cc4c3=O)C(=O)N2Cc2ccc3c(c2)OCO3)cc1 (stereo not drawn),-26%,nt,nt,-8,nt,8%,nt
CCN1C(=O)CCN(C(=O)Cc2cccc(F)c2)CC12CCOCC2,1%,5%,-15%,-12,-5%,3%,-1%
Cc1ccncc1C(=O)N1CCn2c(nnc2[C@@H]2C[C@@H](O)CN2Cc2ccccc2)C1,5%,8%,-3%,12,i,-5%[12.5 µM],1%
CCOC(=O)c1ccc(NC(=O)CCc2c(C)nc3c(-c4ccc(F)cc4)c(C)nn3c2C)cc1,18%,nt,nt,15,nt,1%,nt
O[C@]12CCNC[C@H]1CN(Cc1cccc(N3CCOCC3)c1)CC2,?,-8%,0%,7,3%,0%,-8%
CN(Cc1ccccc1)c1nc2c(S(=O)(=O)c3cccc(Cl)c3)nnn2c2ccsc12,0%,nt,nt,-10,nt,-1%,nt
O=C1CO[C@H]2CN(Cc3ccncc3)C[C@H]2N1Cc1ccc(F)cc1,15%[87.6 µM],-3%[172 µM],-15%[174 µM],-11,2%[88.5 µM],0%[87.6 µM],-8%[172 µM]
O=C(N[C@@H]1C[C@H](Cn2cc(-c3cccnc3)nn2)[C@@H](O)[C@H]1O)C1CCCC1,-20%,7%,0%,-1,i,-1%,-2%
Cc1cc(C)c(NC(=O)CSc2cn(CC(=O)N3CCOCC3)c3ccccc23)c(C)c1,8%,nt,nt,3,nt,-15%,nt
CCn1ccc(C(=O)N2CCCC3(C2)Nc2cccnc2NC3=NCc2ccccc2)n1 (stereo not drawn),?,0%,-16%,0,-25%,6%,-14%
CCn1ccnc1CN(C)Cc1cccc(OCC(O)CN(C)C2CCCCC2)c1 (stereo not drawn),-10%,-8%,?,1,3%,-14%,?
CNC(=O)CCn1ncc2cc(OCc3ccccc3-c3ccc(F)c(Cl)c3)ccc21,?,?,79µM*,-2,2%[88.5 µM],?,100µM*
COc1ccc(-c2nc(C3CC(=O)N(c4ccc(OC)c(OC)c4)C3)no2)c(C)c1 (stereo not drawn),3%,-6%,-20%,7,3%,-1%,-26%
Cc1ccc(C2Cn3nnc(C(=O)N4CCC(C(=O)NCc5ccccc5F)CC4)c3CO2)cc1 (stereo not drawn),109%[activator],22µM*,i,10,-10%,7%,-1%
COCc1nc(C2CC(N)C2)cc(N(C)CCN2CCCCC2=O)n1 (stereo not drawn),6%,6%,-2%,65,?,1%,-2%
CCCOC(=O)c1cccc(NC(=O)c2c(-c3ccccc3Cl)noc2C)c1,-21%,nt,nt,-1,nt,8%,nt
Cc1nc(C2CC(O)C2)cc(N(C)Cc2ccc3c(c2)OCO3)n1 (stereo not drawn),1%,3%,?,0,i,-4%,?
COc1ccc(/C=C(/C#N)c2nc(-c3ccc(-c4ccccc4)cc3)cs2)cc1OC,5%,nt,nt,-5,nt,12%,nt

In the list so far, two have two or more sulfur atoms.
Molecule,SNCA expr inhib,Luciferase inh,3T3 cytotox,IP6K1 inh,GPT2 inhibitor,HEK293 viab,HEK cytotox
CS(=O)(=O)N1CCC(C2CCN(C3CCSCC3)C2)CC1 (stereo not drawn),18%,-8%,-29%,32,i,8%,?
CN(Cc1ccccc1)c1nc2c(S(=O)(=O)c3cccc(Cl)c3)nnn2c2ccsc12,0%,nt,nt,-10,nt,-1%,nt

Back to the main list, starting two compounds before the break.
Molecule,SNCA expr inhib,Luciferase inh,3T3 cytotox,IP6K1 inh,GPT2 inhibitor,HEK293 viab,HEK cytotox
Cc1nc(C2CC(O)C2)cc(N(C)Cc2ccc3c(c2)OCO3)n1 (stereo not drawn),1%,3%,?,0,i,-4%,?
COc1ccc(/C=C(/C#N)c2nc(-c3ccc(-c4ccccc4)cc3)cs2)cc1OC,5%,nt,nt,-5,nt,12%,nt
Cc1ccc2c(=O)cc(C(=O)Nc3ccc(S(=O)(=O)N4CCCC(C)C4)cc3)oc2c1C (stereo not drawn),-7%,nt,nt,10,nt,10%,nt
Cc1nnc(C)n1-c1ccc(C(=O)Nc2cccc(Br)c2)cc1,-13%,nt,nt,43,nt,-6%,nt
N#Cc1ccc(Nc2nc(-c3ccc(O)cc3O)cs2)cc1C(F)(F)F,nt,nt,nt,6,-1%,12µM*,nt
Cc1cccc(C)c1NC(=O)CCSCCc1ccccn1,9%,nt,nt,5,nt,4%,nt
O=C(c1cc2ccccc2[nH]1)N1CCC(N2C(=O)C(O)C23CCCCC3)CC1 (stereo not drawn),-8%,2%,-16%,-17,i,-3%,-22%
COc1ccccc1C(=O)NCC1Cn2cccc2C(=O)N1CC(C)C (stereo not drawn),-15%,4%,-11%,15,i,10%,?
O=C(CN1C(=O)C(c2ccccc2)=NC12CCCC2)Nc1cccc(C(F)(F)F)c1,-26%,5%,-21%,28,1%,-12%[12.5 µM],-22%
COc1ccc(C2Cn3nnc(-c4noc(CC5CCCCC5)n4)c3CO2)cc1 (stereo not drawn),26%,-5%,-8%,3,i,-1%,-24%
COc1ccc(-c2cc(-c3cccc4[nH]ncc34)cn3cncc23)cn1,?,?,14µM*,-18,-4%[88.5 µM],-30%[87.6 µM],?
CCOc1ccc(CC(=O)NCc2nnc3ccc(-c4ccccc4)nn23)cc1,1%,-4%,-28%,3,4%,-4%,-6%
COCCC1(CO)CCCN(C(=O)c2ccc3c(c2)OCC(=O)N3)C1 (stereo not drawn),-16%,3%,2%,5,-3%,3%,i
CC(=O)N1c2ccc(S(=O)(=O)NCc3ccccc3Cl)cc2CC1C (stereo not drawn),6%,nt,nt,-3,nt,-11%,nt
CCCNC(=O)N1CCn2nc(C(O)c3ccccc3)cc2C1 (stereo not drawn),15%,3%,3%,18,2%,-4%,i
O=S(=O)(N[C@@H]1CCOC[C@H]1OCc1ccccn1)c1ccc(F)cc1,-15%,-2%,-14%,9,-27%,-22%,-29%
O=C1Nc2ccc(-c3ccccc3F)cc2C(=O)N2CCN(C(=O)C3CCNCC3)C[C@H]12,?,1%[172 µM],i,-2,-4%[88.5 µM],11%[87.6 µM],1%[172 µM]
CCn1c(C(=O)NCc2ccccc2)cc2sc(Cl)cc21,21%,nt,nt,0,nt,2%,nt
Cc1cc(C)n(-c2nc(C)c(C)c(=O)n2CC(=O)Nc2cccc([N+](=O)[O-])c2)n1,-25%,nt,nt,8,nt,-16%,nt
CSc1cccc(-n2ccnc2-c2cc3n(n2)CCCNC3)c1,15%,0%,?,13,-5%,6%,-13%
CCCC(=O)N1C[C@@H]2CCCN3CCC[C@@H]([C@H]23)[C@H]1CCCC(=O)N1CCOCC1,-19%,-1%,4%,-1,i,-6%,13%
CCCN(C(=O)c1cc2c(=O)oc3ccccc3c2s1)c1ccc(CC)cc1,-1%,nt,nt,19,nt,0%,nt
O=C(C1CCCC1)N1Cc2ccccc2CC2(CCCN2Cc2cccnc2)C1 (stereo not drawn),0%,nt,-17%,-4,i,0%,-33%
COc1nccnc1NC1CCN(C(=O)c2ccc3[nH]ccc3c2)CC1,20%,1%,-8%,-7,i,-1%,0%
CC1CCc2c(sc(NC(=O)CCCOc3ccc(C(C)(C)C)cc3)c2C(N)=O)C1 (stereo not drawn),5%,nt,nt,-2,nt,-4%,nt
COc1ccccc1-c1cc(C(=O)Nc2ccccc2Cl)c2cnn(C)c2n1,nt,nt,?,5,nt,nt,?
CCn1cc(CN2CCC3(CC2)CN(C)CC3COC)cn1 (stereo not drawn),6%,-5%,-16%,17,i,-25%,-9%
O=C1NC(C(=O)N2CCCCC2)Cn2cccc21 (stereo not drawn),-21%,-2%,3%,8,i,1%,i
COCCN1C(=O)c2ccccc2C(C(=O)Nc2nc3c(s2)CCC3)C12CCCCC2 (stereo not drawn),-26%,-14%,?,29,i,-5%,?

Nothing new here: 3 of the compounds above.
Molecule,SNCA expr inhib,Luciferase inh,3T3 cytotox,IP6K1 inh,GPT2 inhibitor,HEK293 viab,HEK cytotox
CCn1cc(CN2CCC3(CC2)CN(C)CC3COC)cn1 (stereo not drawn),6%,-5%,-16%,17,i,-25%,-9%
O=C1NC(C(=O)N2CCCCC2)Cn2cccc21 (stereo not drawn),-21%,-2%,3%,8,i,1%,i
COCCN1C(=O)c2ccccc2C(C(=O)Nc2nc3c(s2)CCC3)C12CCCCC2 (stereo not drawn),-26%,-14%,?,29,i,-5%,?

High-throughput results from PubChem BioAssay.
